Source: PubChem
aGal spleen mod: inhibitors or activators of human alpha-galactosidase in spleen homogenate; 240,000 compounds, 0.008% hits; AID 2107; P06280; human spleen homogenate, 4MU-alpha-Gal fluorescence, 40 min; Potency, µM (highest dose often 80 µM), without a hit: top-dose activity change, negative = inhibition, hits mostly inhibitors;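 further: 0% = enzyme with vehicle and -100% = no enzyme basal signal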
Target sequence (P06280 32-429 limits assumed): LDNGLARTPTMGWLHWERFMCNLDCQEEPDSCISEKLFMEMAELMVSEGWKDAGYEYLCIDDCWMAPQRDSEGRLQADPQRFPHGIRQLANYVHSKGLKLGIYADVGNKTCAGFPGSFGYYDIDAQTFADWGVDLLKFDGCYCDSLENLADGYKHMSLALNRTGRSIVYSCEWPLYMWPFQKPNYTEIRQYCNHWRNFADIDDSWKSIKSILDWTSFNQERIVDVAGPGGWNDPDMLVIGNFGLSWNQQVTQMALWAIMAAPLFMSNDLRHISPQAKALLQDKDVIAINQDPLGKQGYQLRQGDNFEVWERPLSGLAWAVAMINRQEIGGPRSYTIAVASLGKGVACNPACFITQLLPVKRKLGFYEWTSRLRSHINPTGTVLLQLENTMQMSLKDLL
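Fluorogenic readout (Ex 365/Em 440 nm) of 4-methylumbelliferone released from 1 mM 4-MU-alpha-galactoside by spleen homogenate, 40 min at 37C, pH 5.0. Data normalized to no-enzyme and enzyme controls; Hill-equation AC50 from compound titrations.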
Tau fluor cs: counter-screen for tau fibril formation inhibitors; tau K18 P301L Alexa594 fluorescence, heparin fibrillization; Potency, µM (titrated, usually from 57.7 µM), for inactives: at the highest dose activity change, negative = decrease; 280,000 compounds, 0.93% hits; AID 1463; further: on the % scale 0 is the no-effect control and ±100 the full control effect; nearly all actives have a fitted effect of over 55% in size
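Human K18 P301L tau (15 uM unlabeled plus 0.24 uM Alexa 594-labeled, final) in 100 mM sodium acetate pH 7 was mixed with compound and 20 uM heparin and incubated 6 hr at 37 C.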
aGlu spleen mod: inhibits or activates alpha-glucosidase in human spleen homogenate; Potency, µM (titrated, usually from 79.9 µM), for the others: at the top dose activity change, negative = inhibition, most hits filed as inhibitors; human spleen homogenate, 4-MU-alpha-glucoside fluorescence; 240,000 compounds, 0.006% hits; AID 2112;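 further: 0% = enzyme with vehicle and -100% = no enzyme basal signal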
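Compounds were titrated against alpha-glucosidase in spleen homogenate at pH 5.0, with 1 mM 4-methylumbelliferyl substrate for 40 min at 37 C. Reactions were quenched with pH 10 NaOH/glycine and fluorescence measured.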
HTT ATP protect: cytoprotection in Huntington HTT-Q103 PC12 cell model | PC12 HTT-Q103 induced, cytoprotection, ATP luminescence, 40 h | Potency, µM (highest dose often 56.4 µM), for inactives: cytoprotection (ATP increase), usual class: activators | 230,000 compounds, 0.14% hits;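 further: % of control where 0% means no effect; nearly all actives have a fitted effect of over 45% in size; toxic huntingtin expression switched on by the ecdysone agonist tebufenozide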
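Cells were plated at 1500 per well in phenol red-free DMEM with 5% equine and 5% calf serum. Tebufenozide (100 nM final) and compounds were added, then ATPlite reagent, and luminescence was read.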
GAA inh: alpha-glucosidase (human) inhibition; 200,000 compounds, 0.005% hits; Potency, µM (top dose mostly 76.9 µM), for the others: at the highest dose activity change, negative = inhibition, usual class: inhibitors; P10253; AID 1466; purified human GAA, 4-MU-alpha-glucoside fluorescence;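 further: plate controls were uninhibited enzyme wells for no effect and no-enzyme background for full effect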
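Read-out is 4-methylumbelliferone fluorescence (Ex 365/Em 440 nm) after NaOH/glycine stop at pH 10. Enzyme 4 nM, substrate 400 uM, pH 5.0 citrate buffer, 20 min room temperature; AC50 from Hill-equation concentration-response.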
GAA glycogen: inhibitors or activators of human alpha-glucosidase glycogen cleavage; recombinant GAA, glycogen substrate, Amplex Red glucose oxidase fluorescence; Potency, µM (highest dose often 76.4 µM), without a hit: at the top dose activity change, negative = inhibition, most hits filed as inhibitors; P10253; 300,000 compounds, 0.38% hits; AID 2100;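 further: 0% = full enzyme reaction and -100% = no-enzyme basal signal; the screen sought inhibitors and activators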
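Recombinant human alpha-glucosidase (4 nM final) hydrolysed bovine liver glycogen (30 ug) for 40 min at 37 C in pH 5.0 citrate/phosphate with 0.01% Tween-20. Released glucose detected by glucose oxidase/Amplex Red, Ex 573/Em 610 nm. Compounds up to 77 uM; AC50 from Hill fits.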
Tau fibril ThT: inhibitors of human tau fibril formation, thioflavin T binding. P10636. recombinant tau K18 P301L (four-repeat tau fragment), heparin-induced fibrillization, ThT fluorescence. Potency, µM (top dose mostly 57.4 µM), for inactives: at the top dose activity, negative = inhibition, usual class: inhibitors. 270,000 compounds, 2.1% hits. AID 1460; further: on the % scale 0 is the no-effect control and ±100 the full control effect; nearly all actives have a fitted effect of over 55% in size
Target sequence (P10636 561-689 P618L limits assumed): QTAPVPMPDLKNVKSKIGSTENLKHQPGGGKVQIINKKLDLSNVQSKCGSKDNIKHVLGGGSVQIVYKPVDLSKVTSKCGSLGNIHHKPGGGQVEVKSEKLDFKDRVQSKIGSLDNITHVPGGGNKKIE
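K18 P301L tau (15 uM + 0.24 uM Alexa 594-tagged), heparin 20 uM, NaOAc pH 7, 6 h 37 C; ThT 30 uM, 1 h RT, ex 450/em 510 nm.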
Tau FP inhib: blocks human tau fibril formation measured by polarization; K18 P301L tau heparin fibrillization, Alexa594 FP, 6 h; AID 1468; 280,000 compounds, 0.39% hits; Potency, µM (top dose mostly 57.7 µM), inactives show top-dose activity, negative = inhibition, usual class: inhibitors; further: on the % scale 0 is the no-effect control and ±100 the full control effect; nearly all actives have a fitted effect of over 55% in size
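Recombinant K18 P301L […], labeled with Alexa 594 at 0.24 uM over 15 uM unlabeled; heparin inducer 20 uM final; 37 C, 6 hr; FP endpoint.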
The depositor's hits bear a star; ? = inconclusive; . = not tested or not shown; [ ] = remark or other dose. The call rests on the fitted dose curve; in most records, active means well fitted curve in the direction sought with a large enough effect; inconclusive means small, poorly fitted or top-dose-only effect, or another doubt; inactive means no such curve, though single readings can be large; an effect the other way counts as inactive or inconclusive. Potency means the concentration at half of the fitted maximal effect.

SMILES | aGal spleen mod | Tau fluor cs | aGlu spleen mod | HTT ATP protect | GAA inh | GAA glycogen | Tau fibril ThT | Tau FP inhib
CCOc1ccc(OCCSc2nc3ccccc3o2)cc1 | 5.4% | -24.7% | -1.4% | 6.4% | -4.8% | 1.2% | ? | -4.9%
CC(C(=O)NCC1CCCO1)N(C(=O)c1snc(C(N)=O)c1N)c1ccccc1 (configuration not stated) | 15.6% | -3.9% | -3.6% | -10.7% | 12.5% | -0.5% | -10.4% | 3.4%
COc1ccc(C(=O)c2cn(Cc3ccc(F)cc3)c3ccc(C)cc3c2=O)cc1 | . | -10.5% | . | . | . | 10.6%[76.3 µM] | -5.2% | 1.0%
COc1ccc2c(c1)OC(O)(C(F)(F)F)CC2=O (configuration not stated) | -8.9% | 0.1% | -2.2% | 0.8% | 3.3% | -3.5% | 4.3% | -9.5%
COc1ccc(N(C(=O)c2cccnc2)S(=O)(=O)c2ccc3c4c(cccc24)C(=O)N3C)cc1 | 8.8% | 1.2% | -2.8% | 3.4%[10 µM] | -3.6% | -9.9% | -8.8% | 6.9%
Cc1c(C(=O)N/N=C/c2cccs2)nc2ccccn12 | -7.4% | -1.0% | -10.4% | -2.2%[1.9 µM] | -3.0% | 6.2% | 4.4% | -2.9%
CCCC(=O)NC(c1ccco1)c1c(O)ccc2ccccc12 (configuration not stated) | 13.5% | -13.6% | 2.0% | -4.0%[10 µM] | ? | -16.5% | -9.4% | 7.6%
CC(=O)Nc1cc(-c2nn3c(C)nnc3s2)ccc1C | 14.0% | -0.6% | 9.7% | -0.8% | -9.4%[15.4 µM] | 0.0% | 3.0% | -3.5%
CC(C)OC(=O)CC1C(=O)NCCN1C(=S)NC(=O)c1ccccc1 (configuration not stated) | 4.5% | 14.0% | 4.2% | -11.1% | 5.3% | 12.4% | 13.2% | 9.9%
CC12CCC(C(=O)Nc3ccncc3)(CC1O)C2(C)C (configuration not stated) | 4.4% | -7.1% | 6.8% | -6.6%[10 µM] | . | 5.4% | . | -5.2%
CC(c1ccccc1)N1C(=O)C2C3CCC(C3)C2C1=O (configuration not stated) | -12.4% | -2.8% | -1.1% | 7.4%[10 µM] | -7.9% | 4.4% | 2.3% | 3.6%
COC(=O)c1ccc(/C=N/NC(=O)CNc2cccc(C)c2)cc1 | 1.2% | ? | -7.5% | -3.4%[10 µM] | -7.0% | -15.7% | ? | 2.1%
Cc1nn(-c2ccc([N+](=O)[O-])cc2)c(N)c1-c1ccccc1 | -5.2% | -22.1% | . | -53.2%[inhibitor] | -7.5% | -15.7% | ? | 0.0%
Nc1ccc(Sc2ccc([N+](=O)[O-])cc2)cc1 | 8.4% | ? | 0.8% | -47.3%[inhibitor] | -10.8% | 6.4% | ? | 11.0%
COc1ccc(C2C(C(C)=O)=C(O)C(=O)N2CCCn2ccnc2)cc1 (configuration not stated) | -6.2% | -5.7% | -10.2% | 3.3% | 10.6% | -7.6% | -9.7% | -0.6%
Cn1cccc1CNC(=S)Nc1cc(F)cc(F)c1 | -4.7% | -13.1% | -12.2% | -9.8% | 3.9% | -22.7% | -15.4% | -7.7%
COc1cc(C2c3c(-c4ccccc4O)n[nH]c3C(=O)N2Cc2ccco2)ccc1OCC(C)C (configuration not stated) | . | ? | . | . | . | -8.4%[76.3 µM] | -2.8% | ?
CC1(c2ccc3ccccc3c2)NC(=O)N(CC(=O)Nc2cccc(S(=O)(=O)N3CCOCC3)c2)C1=O (configuration not stated) | 3.5% | ? | -2.4% | 26.6%[10 µM] | ? | 0.2% | -5.5% | -13.4%
CCCc1cc(=O)[nH]c(SCC(=O)Nc2ccc3c(c2)CCC3)n1 | -3.6% | -7.9% | -6.3% | -13.5%[10 µM] | 9.4% | 9.5% | -6.9% | -4.2%
C=CCNC(=S)N(CC)c1cccc2ccccc12 | 7.4% | -5.2% | 5.9% | 22.4%[10 µM] | 6.7% | 9.6% | -4.0% | 3.1%
O=C(c1cccs1)N1CCC(c2nc3c(nnn3Cc3ccccc3)c(=O)[nH]2)CC1 | 4.0% | -1.6% | -7.4% | -5.3%[10 µM] | 2.3% | 3.4% | -0.6% | -3.4%
C/C(=C1\SC(N2CCOCC2)=NC1=O)c1ccccc1 | -10.4% | 8.3% | 5.2% | -1.0% | ? | -1.5% | 6.2% | 5.5%
CC1C=Cc2ccccc2N1C(=O)c1ccccc1 (configuration not stated) | 8.5% | -8.3% | -0.3% | 18.8% | 1.5% | 4.6% | -10.0% | 4.4%
S=c1[nH]nc(-c2ccc(Cl)cc2)n1CC1CCCO1 (configuration not stated) | -2.2% | -9.9% | -2.3% | -16.7% | -3.1% | 17.3% | -5.4% | 6.8%
COc1ccc(OC)c(-c2nc(CN3CCCCC3c3cccnc3)c(C)o2)c1 (configuration not stated) | 5.2% | 4.0% | -5.7% | -14.3%[10 µM] | 0.9% | -12.4% | -8.8% | -13.9%
CCCCSCCCNC(=O)Nc1cccc(OC)c1 | 3.8% | -27.0% | -2.4% | 9.0%[10 µM] | -4.8% | 3.0% | -5.4% | -3.6%
CCOC(=O)C(NC(=O)Nc1ccc(F)cc1)(OCC)C(F)(F)F (configuration not stated) | 3.2% | -11.0% | 0.3% | -1.7%[0.074 µM] | 0.0% | 7.6% | -14.2% | -4.4%
CC1(C)NC(=O)N(CC(O)COc2ccccc2-c2ccccc2)C1=O (configuration not stated) | 2.8% | -11.7% | 16.4% | 9.2% | -0.2% | -2.6% | -9.4% | -7.6%
COc1ccc(C(=O)NC2c3ccccc3-c3ccccc32)cc1 | -12.1% | -7.4% | ? | 20.3%[10 µM] | -1.6% | -4.1% | -1.0% | -3.9%
Cc1cc(NC(=O)CSc2nnnn2C)n(-c2ccccc2)n1 | 7.4% | -5.9% | 7.2% | 2.5% | -14.8% | 14.1% | -6.9% | -0.7%
CC(Nc1nc(-c2ccccc2)nc2ccccc12)c1ccccc1 (configuration not stated) | -1.1% | ? | -1.2% | -8.9% | -1.3% | -12.4% | -0.3% | ?
Nc1nnc(N2CCCCC2)s1 | 11.1% | -13.7% | 6.5% | 11.5%[10 µM] | ? | 0.6% | -10.3% | -13.1%
O=C(/C=C/c1ccc(F)cc1)NCCNC(=O)/C=C/c1ccc(F)cc1 | -5.8% | 7.6% | 4.7% | 5.1%[10 µM] | ? | 6.9% | -1.7% | -1.0%
Cc1ccc(CN2CCN(/N=C/c3ccccc3)CC2)cc1 | 6.6% | -13.6% | 6.6% | 11.1%[10 µM] | . | ? | -10.3% | 0.1%
Cc1cccc(NC(=S)N/N=C/c2ccc(Cl)c([N+](=O)[O-])c2)c1 | -0.1% | -23.5% | -5.4% | -15.9% | -6.2% | 1.4% | ? | -7.6%
COc1ccc(CN=Nc2cc(C)nc(NS(=O)(=O)c3ccccc3Cl)n2)cc1 | 3.0% | -2.0% | -8.1% | . | -6.2% | -1.9% | 2.0% | -2.0%

Given field by field: four of the compounds above.
O=C(/C=C/c1ccc(F)cc1)NCCNC(=O)/C=C/c1ccc(F)cc1
  aGal spleen mod: -5.8%; Tau fluor cs: 7.6%; aGlu spleen mod: 4.7%; HTT ATP protect: 5.1%[10 µM]; GAA inh: ?; GAA glycogen: 6.9%; Tau fibril ThT: -1.7%; Tau FP inhib: -1.0%

Cc1cccc(NC(=S)N/N=C/c2ccc(Cl)c([N+](=O)[O-])c2)c1
  aGal spleen mod: -0.1%; Tau fluor cs: -23.5%; aGlu spleen mod: -5.4%; HTT ATP protect: -15.9%; GAA inh: -6.2%; GAA glycogen: 1.4%; Tau fibril ThT: ?; Tau FP inhib: -7.6%

CC12CCC(C(=O)Nc3ccncc3)(CC1O)C2(C)C (configuration not stated)
  aGal spleen mod: 4.4%; Tau fluor cs: -7.1%; aGlu spleen mod: 6.8%; HTT ATP protect: -6.6%[10 µM]; GAA inh: .; GAA glycogen: 5.4%; Tau fibril ThT: .; Tau FP inhib: -5.2%

COc1ccc(C2C(C(C)=O)=C(O)C(=O)N2CCCn2ccnc2)cc1 (configuration not stated)
  aGal spleen mod: -6.2%; Tau fluor cs: -5.7%; aGlu spleen mod: -10.2%; HTT ATP protect: 3.3%; GAA inh: 10.6%; GAA glycogen: -7.6%; Tau fibril ThT: -9.7%; Tau FP inhib: -0.6%

Continuation.
SMILES | aGal spleen mod | Tau fluor cs | aGlu spleen mod | HTT ATP protect | GAA inh | GAA glycogen | Tau fibril ThT | Tau FP inhib
Cc1ccc2nsnc2c1NC(=O)CCl | -4.0% | -5.9% | 4.0% | -11.1%[10 µM] | 13.8% | 0.8% | -8.5% | -5.3%
Cc1ccc(C)c(NC(=O)c2ccc[n+](Cc3ccc([N+](=O)[O-])cc3)c2)c1 | -2.9% | -2.5% | -4.5% | -27.2% | 0.0% | 10.3% | -5.6% | 1.8%
CC(OC(=O)c1ccccc1Oc1ccccc1)C(=O)NC1CC1 (configuration not stated) | -1.9% | 9.8% | 0.7% | -37.9%[inhibitor] | ? | 2.5% | 5.0% | ?
Cc1cc(Nc2cccc(Cl)c2C)n2nc(Cc3ccccc3)nc2n1 | . | -2.9% | . | . | . | -2.7%[76.3 µM] | -16.5% | 3.1%
COc1cccc(NC(=O)COc2ccc(C)cc2)c1 | 12.2% | 1.6% | -0.5% | 0.5%[1.9 µM] | -2.9% | -18.7% | -4.4% | -8.2%
Cc1ccc2nc(-c3ccccc3O)c(Nc3ccccc3C)n2c1 | . | -9.7% | . | . | . | -2.2%[76.3 µM] | -12.5% | -2.6%
COc1cc(CNCCCN2CCOCC2)c(Br)cc1OCC(=O)Nc1ccccc1C | -3.2% | -2.8% | 0.1% | -26.6% | 3.9% | 21.1% | 0.5% | 0.5%
CCC1=NN(C(=O)c2ccccc2Br)C(O)(c2ccc(Br)cc2)C1 (configuration not stated) | 1.3% | -5.0% | . | -11.8% | ? | -8.8% | -10.8% | -1.1%
COc1ccc(-c2oc(/N=C/N3CCCC3)c(C#N)c2-c2ccc(OC)cc2)cc1 | -2.2% | ? | -1.3% | -10.6% | 1.5% | -10.3% | -9.5% | ?
COc1cccc(C(=O)NC2CCN(CC(=O)NCc3ccccc3OC)CC2)c1 | -3.2% | 1.2% | -3.3% | -10.2%[10 µM] | -1.9% | 2.0% | 5.7% | 2.1%

Random draw from the library. Share with any hit: about 3.3%.
